Source: PubChem BioAssay (National Center for Advancing Translational Sciences (NCATS))
EPAC1 antagonist: EPAC1 (human) antagonism. O95398. EPAC1 GEF assay, Rap1b-BODIPY-GDP exchange fluorescence. Potency, µM (series often up to 115 µM), without a hit: top-dose activity change, negative = inhibition, most hits filed as inhibitors. hit rate 0.14% among 360,000. AID 720709;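 further: potency means the concentration at half of the fitted maximal effect; plate controls were vehicle for no effect and positive control for full effect; nearly all actives have a fitted effect of over 50% in size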
IL-2 act: activates IL-2 in a cell-based reporter assay. IL-2 activation reporter assay, cell-based qHTS; stimulated with anti-CD3/CD4/CD28 beads; in transgenic mouse T cells. activation, % (series mostly up to about 46 µM). hit rate 0.065% among 360,000; in the data active means activation above about 50%; inconclusive means mostly about 30% to 49%; further: 0% is about no effect
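Unstimulated transgenic mouse T cells, 750 per well, received compound and, after 60 minutes, anti-CD3/anti-CD4 bead plus anti-CD28 stimulation. EGFP and DsRed were quantified after 18 hours.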
PI5P4Ka inh: inhibitors of human PI5P4K alpha. hit rate 1.2% among 330,000. PI5P4Kalpha enzyme, ADP-Glo luminescence, 60 min; stronger effect = lower value. max response, %. P48426; active means max response of -50% or lower; inconclusive means between -30% and -50%; inactive means -30% or higher; further: value at the top dose of about 77 µM; on the % scale 0 is the no-effect control and ±100 the full control effect
Target sequence (P48426 whole entry, looked up): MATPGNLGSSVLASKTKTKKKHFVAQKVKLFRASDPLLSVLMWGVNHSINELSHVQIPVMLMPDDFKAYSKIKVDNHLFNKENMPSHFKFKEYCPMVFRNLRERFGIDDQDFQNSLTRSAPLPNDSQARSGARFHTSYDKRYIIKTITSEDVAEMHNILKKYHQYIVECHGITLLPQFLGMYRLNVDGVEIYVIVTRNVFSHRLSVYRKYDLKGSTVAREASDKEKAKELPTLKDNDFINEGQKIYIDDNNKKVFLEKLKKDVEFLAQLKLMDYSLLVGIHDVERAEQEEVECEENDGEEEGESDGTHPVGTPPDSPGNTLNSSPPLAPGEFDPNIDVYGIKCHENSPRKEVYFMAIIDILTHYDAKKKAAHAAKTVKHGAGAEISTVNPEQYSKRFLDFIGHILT
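qHTS, 1536-well: enzyme/substrate mix, compound by pin tool, 5 microM ATP final; RT 60 min; ADP-Glo reagents 1 (45 min) then 2 (30 min); luminescence.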
PLK1 PBD block: blocks phosphopeptide binding to human PLK1 polo-box domain. P53350. Plk1 PBD binding of FITC phosphopeptide, fluorescence polarization. Potency, µM, for inactives: max response, negative = inhibition, hits mostly inhibitors. hit rate 2.8% among 360,000; further: potency means the concentration at half of the fitted maximal effect; series mostly up to about 57 µM; on the % scale 0 is the no-effect control and ±100 the full control effect; nearly all actives have a fitted effect of over 65% in size
GLP1R inv ag: inverse agonists of human GLP-1 receptor | P43220 | HEK293 GLP-1R CRE-luciferase, luminescence, 24 h; GLP-1R form is constitutively active | Potency, µM (top dose mostly 38.3 µM), without a hit: at the top dose activity change, negative = inhibition, usual class: inhibitors | hit rate 1.6% among 410,000; further: potency means the concentration at half of the fitted maximal effect; on the % scale 0 is the no-effect control and ±100 the full control effect; nearly all actives have a fitted effect of over 55% in size
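Cells are plated, allowed 12 hours at 37 deg C, then treated with compounds for 24 hr before luciferase detection reagent is added and luminescence is read after 12 min at room temperature. The HEK293 line carries constitutively active GLP-1R with a cAMP-responsive reporter.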
PTHR1 ag: agonists of human PTHR1 parathyroid hormone receptor; Q03431; HEK293 GP2 PTHR1 cells, GloSensor cAMP luminescence, 1 h; Potency, µM (highest dose often 115 µM), inactives show at the highest dose activation, actives largely listed as activators; hit rate 0.075% among 410,000; further: potency means the concentration at half of the fitted maximal effect; nearly all actives have a fitted effect of over 55% in size; some results filed as inactive show a strong effect at the top dose; inactives centre near -15; many of its hits are not listed in these tables
Target sequence (Q03431 whole entry, looked up): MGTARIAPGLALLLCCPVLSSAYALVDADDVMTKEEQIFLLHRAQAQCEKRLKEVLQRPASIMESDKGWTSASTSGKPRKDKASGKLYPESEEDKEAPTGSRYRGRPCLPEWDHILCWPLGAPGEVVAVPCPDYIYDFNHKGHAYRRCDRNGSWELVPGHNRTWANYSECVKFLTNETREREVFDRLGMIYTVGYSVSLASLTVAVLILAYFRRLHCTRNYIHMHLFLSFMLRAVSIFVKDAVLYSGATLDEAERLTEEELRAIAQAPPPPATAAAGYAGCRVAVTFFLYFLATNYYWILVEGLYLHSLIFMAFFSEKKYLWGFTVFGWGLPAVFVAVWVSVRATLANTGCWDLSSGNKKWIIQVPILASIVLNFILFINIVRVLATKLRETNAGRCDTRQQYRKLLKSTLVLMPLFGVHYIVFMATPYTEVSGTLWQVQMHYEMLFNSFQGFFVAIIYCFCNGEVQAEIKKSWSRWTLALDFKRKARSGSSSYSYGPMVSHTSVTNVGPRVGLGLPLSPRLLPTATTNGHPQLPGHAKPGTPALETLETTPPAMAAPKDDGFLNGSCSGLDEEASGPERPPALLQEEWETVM
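HEK-293-derived GP2 cells expressing PTHR1 and a GloSensor cAMP reporter, 3,000/well, plated overnight, given luciferin plus IBMX (each 0.5 mM as added) for 1 h at 37 °C, then compound for 1 h at 37 °C. Luminescence was read after 15 min at room temperature.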
EPAC1 ag: EPAC1 (human) agonism. O95398. EPAC1 agonist qHTS, biochemical assay; response scale: 100% = response to 6.5 mM cAMP. Potency, µM (series often up to 154 µM), for inactives: top-dose activation, actives largely listed as activators. hit rate 0.073% among 360,000. AID 720707; further: potency means the concentration at half of the fitted maximal effect; nearly all actives have a fitted effect of over 60% in size
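Compounds were pinned as a concentration titration into mixtures of EPAC1 (100 nM), BODIPY-GDP-loaded Rap1B (250 nM) and GDP (50 uM). After 5 min at room temperature, fluorescence was followed for 30 min; activity was scaled to 6.5 mM cAMP.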
GLP1R cytotox: cytotoxicity counter-screen for GLP-1 receptor inverse agonists. HEK293 cAMP-luciferase reporter cells, luminescence, 24 h. Potency, µM (highest dose often 38.3 µM), for inactives: at the top dose activity change, negative = inhibition, most hits filed as inhibitors. hit rate 0.13% among 410,000. AID 624418;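 further: loss of luciferase light is scored as toxicity; potency means the concentration at half of the fitted maximal effect; on the % scale 0 is the no-effect control and ±100 the full control effect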
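Step one: seed cells (200 cells/uL, DMEM with 10% Nu serum, 1% pen-strep). Step two: 12-hour incubation at 37 deg C. Step three: pin 23 nL compound, incubate 24 hr. Step four: add luciferase reagent, read luminescence 12 min later.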
GLP1R ag: agonists of human GLP-1 receptor | HEK293 GLP-1R CRE-luciferase, luminescence, 4-6 h; cells express a hypersensitive GLP-1R form | hit rate 0.007% among 380,000 | P43220 | Potency, µM (top dose mostly 45.6 µM), without a hit: at the top dose activation, most hits filed as activators; further: potency means the concentration at half of the fitted maximal effect; % of control where 0% means no effect
* = called active by the depositor; i = inactive; ? = inconclusive; . = not tested or not shown; [ ] = dose if it differs, or a comment. Unless noted, the call rests on the fitted dose curve; in most records, active means well fitted curve in the direction sought with a large enough effect; inconclusive means small, poorly fitted or top-dose-only effect, or another doubt; inactive means no such curve, though single readings can be large; an effect the other way counts as inactive or inconclusive. The list is partial; the hit share may differ from the screen's.

SMILES	EPAC1 antagonist	IL-2 act	PI5P4Ka inh	PLK1 PBD block	GLP1R inv ag	PTHR1 ag	EPAC1 ag	GLP1R cytotox	GLP1R ag
COc1ccc(C(=O)N=c2sc3ccccc3n2C)cc1OC	3%	-1.6	1	-3%	51%[activator]	-13%	-7%	-2%	18%
COc1cc(/C=C/C(=O)NCC2CCCCC2)cc(OC)c1OC	9%	3.0	-5	2%	24%	i	-1%	-12%	14%
CC1(C)Oc2ccc(C(=O)Nc3ccccc3F)cc2N(CC(=O)N2CCOCC2)C1=O	-2%	0.1	0	-18%	12%	-14%	2%	4%	7%
Cc1sc2nc(CN3CCOCC3)nc(N3CCC(C(N)=O)CC3)c2c1C	2%	-2.7	0	-8%	18%	i	7%	-2%	0%
CCOc1ccc(OCCC(=O)N(CC)CC(=O)Nc2c(F)cccc2F)cc1	9%	-0.3	3	0%	-10%	i	4%	-11%	-6%
O=C(O)CCc1nn2c3ccccc3nc2n(CCN2CCCCC2)c1=O	-10%	0.0	0	-3%	13%	i	1%	50%[activator]	5%
CC(=O)N1CCN(c2ccc(NCc3ccccc3)cc2)CC1	13%	-0.8	.	1%	0%	-10%	-1%	-14%	4%
Cc1cc(NC(=O)CSc2nnc(C(C)N(C)C)n2-c2ccc(F)cc2)no1 (stereo not given)	-10%	1.2	4	-17%	0%	-16%	9%	-3%	4%
Cc1cc(Cc2ccc(N)c(C)c2)ccc1N	-16%	-1.4	-1	-2%	13%	-7%	2%	5%	9%
Cc1ccc(N=Cc2c(O)c3ccccc3n(C)c2=O)cc1	?	-1.6	-5	-2%	4%	-22%	4%	0%	5%
CCCCn1c(N)c(N(CCOC)C(=O)c2cc3ccccc3cc2OC)c(=O)[nH]c1=O	6%	-0.8	-10	-9%	7%	i	0%	-2%	-4%
COc1ccc(C=Nc2cccc3ncccc23)cc1	-19%	1.3	-4	-6%	14%	i	-5%	-28%	0%
C=CCN=C1NN=C(c2ccc3c(c2)OCCO3)CS1	-1%	-0.1	-2	-23%	-85%	-39%	-2%	?	-1%
O=C(O)/C=C/c1ccccc1Oc1ccc(Cl)cc1Cl	-17%	-0.1	8	-30%	-19%	-17%	-3%	0%	6%
Cn1ccc2c(-c3cccnc3)cc3c(c21)C1CCC3O1 (stereo not given)	-13%	-0.4	-1	-5%	27%	-48%[inhibitor]	-2%	3%	9%

The closing 2 records of the section before are carried over, then new ones follow:
SMILES	EPAC1 antagonist	IL-2 act	PI5P4Ka inh	PLK1 PBD block	GLP1R inv ag	PTHR1 ag	EPAC1 ag	GLP1R cytotox	GLP1R ag
O=C(O)/C=C/c1ccccc1Oc1ccc(Cl)cc1Cl	-17%	-0.1	8	-30%	-19%	-17%	-3%	0%	6%
Cn1ccc2c(-c3cccnc3)cc3c(c21)C1CCC3O1 (stereo not given)	-13%	-0.4	-1	-5%	27%	-48%[inhibitor]	-2%	3%	9%
O=C1/C(=C/c2cccc(Br)c2)SC(=S)N1/N=C/c1cc([N+](=O)[O-])ccc1O	-2%	-1.0	-28	19µM*	1%	-24%	10%	-7%	-3%
CCC1CCC(N2CCN(c3ccc([N+](=O)[O-])cc3)CC2)CC1 (stereo not given)	-12%	-2.8	1	-2%	-7%	-36%	1%	-19%	4%
C[C@H]1COC(=O)[C@H](NC(=O)OCC2c3ccccc3-c3ccccc32)C/C=C\C[C@H](CC(=O)N(CCO)Cc2ccccc2)C(=O)N1	-7%	-0.7	-13	-18%	-8%	-21%	-1%	-5%	0%
O=C(NCc1cccnc1)c1cc(C(=O)C2CC2)c[nH]1	-19%	2.0	1	-5%	-2%	-29%	6%	9%	2%
Cc1n[nH]c(C)c1S(=O)(=O)N1CCc2ccccc2C1	11%	-1.6	0	-12%	32%[activator]	-1%	8%	4%	0%
COC(=O)CC(NC(=S)NC(=O)c1ccccc1)c1ccc(Br)cc1 (stereo not given)	-15%	0.3	11	-6%	?	i	13%	-11%	15%
Fc1ccccc1COc1ccc(C(=S)N2CCCC2)cc1	-28%	-1.1	-3	-12%	?	-21%	19%	0%	13%
C=CCOc1ccc(CN(C)C(=O)CN2C(=O)c3ccccc3C2=O)cc1	11%	-0.1	0	-7%	-2%	-16%	9%	-2%	11%
COCCCNC(=S)N/N=C/c1ccc2ccccc2c1	-29%	0.0	8	-10%	?	16%	13%	?	?
Cc1cc(C)c(NC(=O)CS)c(Cl)c1	-3%	-1.7	-1	?	-20%	i	8%	-5%	-1%
NC(=O)COc1ccc(/C=N/NC(=O)C2CCCN2S(=O)(=O)c2ccc(Cl)cc2)cc1 (stereo not given)	-2%	-0.9	1	0%	6%	-3%	4%	-14%	15%
CCC(C)C(NC(=O)[C@@H](NC(=O)c1ccccc1F)C(C)C)C(=O)OC (stereo not given in full)	5%	0.6	5	-3%	-18%	i	-5%	-2%	-6%
Cc1ccc(CN2C(=O)[C@@H]3Cc4c([nH]c5ccccc45)C(C)(C)N3C2=O)cc1	-25%	0.2	.	.	.	-29%	-12%	.	1%
Cc1[nH]c(=O)nc(SCc2cccc(Cl)c2)c1C#N	?	-3.6	-22	-28%	-4%	-2%	-1%	-1%	3%
COc1cccc(-n2c(=O)c3cc(OC)c(OC)cc3n(CC(=O)Nc3ccc(F)cc3)c2=O)c1	.	.	.	.	-18%	-23%	.	1%	0%
Cc1c(Cl)cccc1NC(=O)CSc1nc(=O)n(CCCN2CCOCC2)c2c1CCCC2	-12%	-2.7	1	-5%	-11%	-8%	12%	1%	11%
CC(C)C[C@H]1CNC(=O)C(=O)N1C[C@H]1CCCN1C[C@H](CC(C)C)N1C[C@H](CC(C)C)N(CCc2ccccc2)C(=O)C1=O	-12%	-0.1	-12	-11%	-7%	9%	-5%	-10%	-1%
CN(CC(=O)NC1CC1)S(=O)(=O)c1ccc(F)cc1	-6%	0.0	-10	-4%	-1%	-43%[inhibitor]	-2%	4%	0%
CCOC(=O)c1cnn2c(C)cc(-c3ccc(F)cc3)nc12	-9%	0.6	5	-9%	9%	-18%	5%	19%	14%
C=CCN1C(=O)C(Cc2ccc(OC)cc2)S/C1=N/N=C/c1ccco1 (stereo not given)	7%	0.1	.	-8%	?	i	14%	-6%	3%
O=C(c1cc2cc(Cl)ccc2[nH]1)N1CCCCC1	?	-0.8	-1	-13%	-10%	-21%	-1%	-3%	-1%
Cc1ccc(S(=O)(=O)N2CCOCC2)cc1NC(=O)Cn1nnc(-c2ccccc2)n1	-2%	-0.9	-5	-15%	?	-18%	4%	-3%	-3%
CC(CN(C)C)CN1c2ccccc2Sc2ccccc21 (stereo not given)	6%	-0.2	0	-12%	?	-12%	-2%	-23%	5%
O=C(CCC(=O)c1cccs1)NCc1ccccc1	4%	-1.5	-6	4%	9%	i	0%	-14%	1%
O=C(NC(=S)Nc1ccccc1N1CCCCC1)c1ccc(-c2cccc([N+](=O)[O-])c2)o1	9%	-2.4	-5	-12%	2%	i	0%	-1%	-4%
O=C(COC(=O)c1cccnc1Cl)Nc1ncc(Cl)cc1Cl	-5%	1.5	-7	-10%	10%	i	5%	16%	-14%
COc1cc(/C=C(\NC(=O)c2ccccc2)C(=O)N2CC3CC(C2)c2cccc(=O)n2C3)cc(OC)c1OC (stereo not given)	-27%	-0.4	2	-10%	27%	i	3%	-5%	9%
O=C(Nc1c(C(=O)N2CCOCC2)cnn1-c1ccccc1)c1ccc(F)cc1	0%	4.0	2	-1%	-5%	-21%	1%	-6%	-9%
COC(=O)c1ccc(NC(=O)COC(=O)C2=NN(c3ccccc3)C(=O)CC2)cc1	8%	0.3	-3	1%	17%	11%	12%	-5%	3%
Cc1cccc(NC(=O)Cn2c(=O)n(Cc3ccc(C(=O)NCc4ccc5c(c4)OCO5)cc3)c(=O)c3ccccc32)c1	.	.	.	.	9%	19%	.	-1%	0%
CN(Cc1ccccc1)c1nc2c(c(=O)[nH]c(=O)n2C)n1Cc1ccccc1F	9%	-0.3	-1	-4%	40%[activator]	-25%	10%	2%	31%
C[C@H](CO)N1C[C@H](C)[C@@H](CN(C)C(=O)NC2CCCCC2)Oc2c(NS(=O)(=O)c3ccccc3)cccc2C1=O	17%	5.8	-1	-2%	1%	i	-12%	4%	-3%
COCCn1c(SCC(=O)N2CCCC2)nnc1-c1ccoc1C	7%	-1.5	-1	-2%	1%	-11%	1%	-12%	-9%
COC(=O)c1ccc(-c2noc(CN(Cc3ccccn3)CC3CCCO3)n2)cc1 (stereo not given)	16%	0.1	3	2%	?	-24%	-3%	0%	-1%
CCCCNC(=O)c1onc(CSc2ccc(F)cc2)c1C(=O)NCCCC	-27%	-0.4	-1	-18%	?	-17%	-13%	31%[activator]	17%
CCOC(=O)C(=O)Nc1c(C(=O)Nc2cccc(F)c2)oc2ccccc12	.	.	.	.	10%	?	.	-1%	2%
CCOc1ccc(C(=O)NNC(=O)c2cc(C)oc2C)cc1	-12%	0.6	2	1%	25%	-3%	-7%	9%	0%
Cc1cccc(-c2ccc(C=Nc3c(C)n(C)n(-c4ccccc4)c3=O)o2)c1	-2%	-1.9	1	-28%	?	-16%	-4%	-18%	-9%
CC(C)C(=O)Nc1ccccc1Cc1ccccc1	-14%	5.7	1	-11%	-4%	i	7%	-1%	1%
O=C(O)CN1C(=O)c2ccc(Oc3ccc4c(c3)C(=O)N(CC(=O)O)C4=O)cc2C1=O	-10%	-1.7	-3	-6%	7%	20%	14%	0%	10%
CCOC(=O)CN1NC2(CCCCCC2)NC1=S	-7%	0.7	?	1%	-6%	-1%	18%	17%	-1%
CCN(Cc1cc2ccccc2[nH]c1=O)C(=O)c1cccnc1	4%	-0.6	.	0%	38%[activator]	-5%[57.5 µM]	-6%	-13%	9%
CSc1ccc(-c2sc(Nc3ccccc3)n[n+]2-c2ccccc2)cc1	-7%	-0.2	-53*	24µM*	15%	2%	-10%	3%	22%
O=C(NNC(=S)NC(=O)c1sc2ccccc2c1Cl)c1ccc(Cl)cc1	-10%	2.6	?	?	16%	-5%	7%	-11%	-29%
